SR-BI uptake up – activators of SR-BI mediated DiI-HDL uptake, primary screen, ldlA[mSR-BI] CHO cells, DiI fluorescence. 3 h; 100 = double the neutral-control signal. activation, % at 12.5 µM. actives 0.096% (n = 320,000). AID 504775, 2011;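 active means mean replicate activation of at least 60% and every replicate at or above 60%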;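 further: 0% = median plate neutral-control signal and 100% = twice that signal; values of inactives mirror those of a sister screen read the other way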
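system = CHO ldlA[mSR-BI] cells, LDL receptor-null, SR-BI overexpressing | medium = Ham's F12 with 0.5% BSA, HEPES 25 mM, pH 7.4 | probe or stimulus = DiI-HDL 10 µg/mL | compound dosing = single-point compound dose | incubation = compound exposure 3 h, 37 °C | technique = DiI fluorescence, bottom read | read-out = cell-associated DiI fluorescence as measure of HDL uptake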
PfHsp90 yeast 2 – growth inhibition of PfHsp90-expressing yeast, primary screen, antimalarial PfHsp90 inhibitor project, S. cerevisiae, BacTiter-Glo luminescence, single point, set 2 | BacTiter-Glo ATP, 48 h; yeast lacking PDR1 and PDR3 efflux regulators | inhibition, % at 9.4 µM | actives 0.32% (n = 310,000) | AID 504621, 2011;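 active means every replicate shows inhibition above about 80%, whatever the replicate mean, limit read from the data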;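 further: 0% = DMSO neutral controls and 100% = 20 µM radicicol positive controls; yeast relying on Plasmodium falciparum Hsp90 in place of its own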
CAL PDZ FP-1 – untagged CAL PDZ binding inhibitors, primary screen, biochemical, fluorescence polarization, HTS. AID 602252, 2012. Golgi-associated PDZ and coiled-coil motif-containing protein (Homo sapiens), Q9HD26. actives 0.92% (n = 300,000). purified CAL PDZ, TMR-peptide fluorescence polarization, 1 h. inhibition, % at 24.9 µM;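 active means mean inhibition of at least 30% with at least half of replicates also reaching 30%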;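 further: 0% = DMSO neutral control and 100% = excess unlabeled competitor peptide PRC23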
dFosB act – activators of delta FosB homodimer, primary screen, biochemical, fluorescence polarization, TAMRA-CDK5 oligo, single point; Protein FosB (Mus musculus), P13346; purified delta FosB; percent of positive-control signal above neutral wells; activation, % at 25 µM; actives 0.99% (n = 340,000); AID 493131, 2011;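 active means mean activation above about 17%, with every replicate also reaching it, limit read from the data, passing the limit was not always enough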;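 further: fluorescence polarization rise as delta FosB binds a TAMRA Cdk5 AP-1 oligo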
MITF TRPM1 HTS – activators of MITF-driven TRPM1 promoter reporter, primary screen, cell-based, SK-MEL-5, luciferase, single point; SK-MEL-5 TRPM1-promoter luciferase, 24 h; % of positive control, neutral wells = 0; activation, % at 12.5 µM; actives 0.75% (n = 300,000); AID 588334, 2011;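 active means mean activation of at least 80% with every replicate also reaching 80%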;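 further: 0% = neutral control wells and 100% = parthenolide positive control wells; values of inactives mirror those of a sister screen read the other way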
Rtt109 HAT inh – inhibitors of C. albicans Rtt109/Vps75 HAT, primary screen, biochemical, ThioGlo CoA-SH fluorescence, plate reader; Histone acetyltransferase RTT109 (Candida albicans (strain SC5314 / ATCC MYA-2876)), …; purified Rtt109/Vps75, 4 h; inhibition, % at 34.9 µM; actives 0.16% (n = 330,000);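 active means inhibition of at least 50% in every replicate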
Target sequence (Q5AAJ8 whole entry, looked up): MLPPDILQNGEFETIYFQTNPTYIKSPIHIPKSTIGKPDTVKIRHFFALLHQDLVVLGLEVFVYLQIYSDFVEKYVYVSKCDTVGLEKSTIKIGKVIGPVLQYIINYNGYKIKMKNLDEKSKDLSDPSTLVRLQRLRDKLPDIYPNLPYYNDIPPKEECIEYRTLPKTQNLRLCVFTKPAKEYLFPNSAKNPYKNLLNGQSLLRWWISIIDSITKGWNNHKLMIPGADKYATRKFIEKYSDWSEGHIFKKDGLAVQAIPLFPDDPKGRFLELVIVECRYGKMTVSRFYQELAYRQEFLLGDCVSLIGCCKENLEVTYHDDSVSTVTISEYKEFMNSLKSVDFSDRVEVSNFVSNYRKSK
NSD2 HMT inh – NSD2 histone methyltransferase inhibitors, primary screen, biochemical, AlphaScreen, single concentration, set 2 | inhibition, % at 12.5 µM | NSD2 peptide methylation, 120 min | actives 0.54% (n = 310,000) | Histone-lysine N-methyltransferase NSD2 (Homo sapiens), O96028; in the data active means inhibition above about 50%
PvdQ inh – P. aeruginosa PvdQ acylase inhibitors, primary screen, biochemical, fluorescence, plate reader and imaging, single point; PvdQ acylase [Pseudomonas aeruginosa LESB58]; purified PvdQ acylase; inhibition, % at 10 µM; actives 0.063% (n = 340,000); AID 488965, 2010; in the data active means inhibition above about 30%, passing the limit was not always enough;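 further: 0% = vehicle neutral wells and 100% = reference inhibitor wells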
CAL PDZ FP-2 – CAL PDZ peptide-binding inhibitors, primary screen, biochemical, fluorescence polarization, Cer-tagged CAL PDZ, HTS; Golgi-associated PDZ and coiled-coil motif-containing protein (Homo sapiens), Q9HD26; purified CAL PDZ, TMR-peptide fluorescence polarization, 1 h; inhibition, % at 20 µM; actives 0.02% (n = 330,000); AID 504414, 2011;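 active means highest replicate inhibition of at least 40%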;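 further: plate controls were DMSO neutral control wells for no effect and unlabeled competitor peptide control wells for full effect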
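Read-out basis: mP drop reported as inhibition | Assay system: Tagged CAL PDZ protein CerCALP, purified | Benchmarks: Unlabelled peptide for full inhibition, DMSO wells as neutral | Schedule: 1 h incubation at room temperature before polarization reading | Buffer or medium: Sodium phosphate/NaCl buffer pH 7.4 with TCEP, IgG, Thesit | Doses: Single point, 20 µM | Measured by: Fluorescence polarization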
SR-BI HDL uptake – inhibitors of SR-BI mediated HDL lipid uptake, primary screen, ldlA[mSR-BI] cells, fluorescence, single point; Scavenger receptor class B member 1 (Mus musculus), Q61009; ldlA[mSR-BI] CHO cells, DiI-HDL uptake fluorescence, 3 h; inhibition, % at 12.5 µM; actives 0.96% (n = 320,000); AID 488896, 2010;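 active means mean replicate inhibition of at least 70% and a set share of replicates each scoring 70 or more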;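 further: 0% = median of neutral control wells and 100% = median of positive control wells; values of inactives mirror those of a sister screen read the other way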
Target sequence (Q61009 whole entry, looked up): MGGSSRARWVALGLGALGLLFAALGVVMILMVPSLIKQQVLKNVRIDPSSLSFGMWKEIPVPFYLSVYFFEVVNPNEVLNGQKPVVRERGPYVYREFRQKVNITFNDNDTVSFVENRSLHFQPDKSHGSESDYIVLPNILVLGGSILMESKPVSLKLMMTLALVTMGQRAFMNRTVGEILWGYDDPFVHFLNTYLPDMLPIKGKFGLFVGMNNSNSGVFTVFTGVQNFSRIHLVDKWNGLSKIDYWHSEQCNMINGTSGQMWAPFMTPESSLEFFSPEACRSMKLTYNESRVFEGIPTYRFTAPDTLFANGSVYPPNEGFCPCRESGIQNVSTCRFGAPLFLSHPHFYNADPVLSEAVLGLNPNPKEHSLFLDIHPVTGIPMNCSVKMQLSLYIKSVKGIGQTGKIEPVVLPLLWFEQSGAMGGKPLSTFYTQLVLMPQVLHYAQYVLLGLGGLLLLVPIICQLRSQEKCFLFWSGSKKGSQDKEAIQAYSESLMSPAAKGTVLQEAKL
* marks the source's active call; other numbers are inactive results; · = not tested or not shown. Compounds were not picked by outcome (roughly 4.3% active in at least one column).

nr	Molecule	SR-BI uptake up	PfHsp90 yeast 2	CAL PDZ FP-1	dFosB act	MITF TRPM1 HTS	Rtt109 HAT inh	NSD2 HMT inh	PvdQ inh	CAL PDZ FP-2	SR-BI HDL uptake
1	CCOC(=O)C1=C(C)n2c(s/c(=C3\C(=O)Nc4ccccc43)c2=O)=NC1c1ccc(OC)cc1 (stereo unspecified)	32	-22	-3	-8	-2	-5	1	-4	-1.2	-32
2	Cc1ccc(S(=O)(=O)N2CCOCC2)cc1NC(=O)COC(=O)/C=C/c1ccco1	17	2	·	-17	-3	11	9	5	-0.4	-17
3	COc1ccc(NC(=O)Cn2c(=O)sc3ccccc32)cc1	7	-9	-4	1	0	7	-2	2	-0.9	-7
4	C=CCOC(=O)C1=C[C@@H](c2ccc(C(F)(F)F)cc2)C[C@@H](OCCCCO)O1	18	-1	-3	-8	-9	-6	·	-12	-0.7	-18
5	COc1ccc(OC)c(C(=O)c2coc3ccc(O)c(CN(C)C)c23)c1	-22	-8	·	0	·	2	0	-17	0.7	22
6	CC1CCN(S(=O)(=O)c2ccc3[nH]cc(C(=O)NCCN4CCOCC4)c(=O)c3c2)CC1	11	-4	0	-8	6	2	-2	11	-0.1	-11
7	O=c1cc(CN2CCN(CCO)CC2)c2cc3c(cc2o1)CCC3	15	68	-1	-11	-7	-6	·	-17	-1.7	-15
8	O=Cc1ccccc1-n1cncn1	16	-4	5	-4	-9	-21	-2	-9	0.1	-16
9	CCC(c1nnnn1C1CCCC1)N1CCN(c2ccccc2)CC1 (stereo unspecified)	38	-9	-3	-5	-6	-3	0	6	0.2	-38
10	C=CC[C@H](CC(=O)N(CCO)Cc1ccccc1)C(=O)N[C@H](COC(=O)[C@H](CC=C)CC(=O)OC(C)(C)C)Cc1c[nH]c2ccccc12	8	6	4	-6	-17	7	·	-13	0.1	-8
11	COC(=O)C(=O)/C=C(\O)c1c(C)cc(C)cc1C	16	-30	-6	-7	-6	-5	0	-6	-1.0	-16
12	Cc1cccc(N2C(=O)N3[C@H](c4ccc(F)cc4)[C@@H]4C(=O)N(C5CCCCC5)C(=O)[C@@H]4[C@]3(Cc3ccc(Cl)cc3)C2=O)c1	21	-16	-3	5	-13	-5	·	-12	-0.1	-21
13	O=C(O)c1ccc(N2CCN(c3ccc(Cl)cc3)CC2)c([N+](=O)[O-])c1	-9	-17	-7	4	-3	5	11	-11	-1.3	9
14	COC1CC(C)NC(=S)N1 (stereo unspecified)	18	-4	·	5	-4	-9	-5	-12	0.6	-18
15	CCN1CCN(C(=O)Nc2ccccc2OC)CC1	10	-14	-1	4	0	-5	4	9	0.4	-10
16	CC1CCCCC12NC(=O)N(CC(=O)Nc1ccc(Cl)c(S(=O)(=O)N3CCOCC3)c1)C2=O (stereo unspecified)	15	6	-5	-8	-4	2	-1	-8	-2.0	-15
17	CCOC(=O)C1CCN(C(c2ccc(OC)c(OC)c2)c2sc3nc(C)nn3c2O)CC1 (stereo unspecified)	20	20	·	-6	·	-6	·	-7	-2.5	-20
18	Cc1ccccc1CN1CCN(C(=O)CC(C)C)CC1	-13	6	1	-1	4	6	-1	-12	-0.5	13
19	CN1CCN(CCCNC(=O)c2ccc(/C=C3\Sc4ccccc4N(Cc4ccc(F)cc4)C3=O)cc2)CC1	8	10	-9	-6	-19	34	7	-17	-3.3	-8
20	C[C@@H](C(=O)OCC(=O)NCCc1ccc(S(N)(=O)=O)cc1)N1C(=O)C2CCCCC2C1=O (stereo partly specified)	-15	-32	·	-8	-13	-5	-3	-5	-5.0	15
21	CCN(CC)CCNC(=O)c1ccc(NC(=O)c2cccc(-n3cnnn3)c2)cc1	0	8	0	-1	3	-4	24	-3	-2.1	0
22	CCOC(=O)c1cccc(NC(=O)N[C@@H](C)C(=O)OC)c1	14	-18	-1	3	3	4	-3	7	-0.9	-14
23	Brc1ccc(C2=NC(Cc3ccccc3)CO2)cc1 (stereo unspecified)	20	10	-1	4	·	-4	·	-2	-0.1	-20
24	O=C(O)CCc1ccccc1OC(=O)c1ccccc1	5	8	·	-6	·	5	28	-3	0.4	-5
25	COC(=O)c1ccc(C2c3c(oc4ccc(F)cc4c3=O)C(=O)N2CCO)cc1 (stereo unspecified)	23	-48	-1	6	-6	1	-1	-9	-1.4	-23
26	Cc1[nH]c2ccccc2c1CCN(Cc1cccnc1)C(=S)NC(C)(C)C	13	-2	-4	-8	-5	-8	4	7	0.0	-13
27	CCOC(CNC(=O)CN1C(=O)COc2ccc(S(=O)(=O)N3CCOCC3)cc21)OCC	19	35	3	0	4	-1	-3	-3	-0.6	-19
28	CCOC(=O)c1ccc(N(CC(=O)NCC2CCCO2)C(=O)CCC(=O)Nc2cc(C)on2)cc1 (stereo unspecified)	7	2	-3	-2	-1	-5	5	-12	-2.4	-7
29	O=C(c1ccc2nccnc2c1)N1CCN(c2ccccc2)CC1	12	7	-4	6	22	-15	-2	-20	-2.8	-12
30	Cc1nn(C(C)C(=O)N2CCOCC2)c(C)c1[N+](=O)[O-] (stereo unspecified)	7	5	-2	-13	5	-1	-2	-26	1.0	-7

Some of these compounds in order of molar mass, smallest number first:
nr	Molecule	SR-BI uptake up	PfHsp90 yeast 2	CAL PDZ FP-1	dFosB act	MITF TRPM1 HTS	Rtt109 HAT inh	NSD2 HMT inh	PvdQ inh	CAL PDZ FP-2	SR-BI HDL uptake
24	O=C(O)CCc1ccccc1OC(=O)c1ccccc1	5	8	·	-6	·	5	28	-3	0.4	-5
30	Cc1nn(C(C)C(=O)N2CCOCC2)c(C)c1[N+](=O)[O-] (stereo unspecified)	7	5	-2	-13	5	-1	-2	-26	1.0	-7
22	CCOC(=O)c1cccc(NC(=O)N[C@@H](C)C(=O)OC)c1	14	-18	-1	3	3	4	-3	7	-0.9	-14
23	Brc1ccc(C2=NC(Cc3ccccc3)CO2)cc1 (stereo unspecified)	20	10	-1	4	·	-4	·	-2	-0.1	-20
29	O=C(c1ccc2nccnc2c1)N1CCN(c2ccccc2)CC1	12	7	-4	6	22	-15	-2	-20	-2.8	-12
25	COC(=O)c1ccc(C2c3c(oc4ccc(F)cc4c3=O)C(=O)N2CCO)cc1 (stereo unspecified)	23	-48	-1	6	-6	1	-1	-9	-1.4	-23
21	CCN(CC)CCNC(=O)c1ccc(NC(=O)c2cccc(-n3cnnn3)c2)cc1	0	8	0	-1	3	-4	24	-3	-2.1	0

Later entries
nr	Molecule	SR-BI uptake up	PfHsp90 yeast 2	CAL PDZ FP-1	dFosB act	MITF TRPM1 HTS	Rtt109 HAT inh	NSD2 HMT inh	PvdQ inh	CAL PDZ FP-2	SR-BI HDL uptake
31	COc1ccc(CCNC/C=C/c2ccccc2)cc1	15	-13	51*	-12	·	-2	21	-13	-0.9	-15
32	Cc1cc(/C=N/NC(=O)c2ccc(O)cc2)c(C)n1C1CC1	-34	-4	-1	-16	2	0	6	12	-0.4	34
33	Cc1cc(NC(=O)CSc2nnc(C)c(=O)[nH]2)no1	-4	9	-4	2	-5	-5	·	-2	0.4	4
34	CCOc1ccc(S(=O)(=O)N2CCC(C(=O)NCC3CCCO3)CC2)cc1C (stereo unspecified)	5	-5	-4	-10	0	-4	-1	-4	-1.2	-5
35	O=C(c1ccc(Cl)c(S(=O)(=O)N2CCCCCC2)c1)N1CCCC1	-7	4	-1	1	10	12	2	3	-0.6	7
36	CCN(C(=O)COC(=O)CCC1CCCC1)c1c(N)n(Cc2ccccc2)c(=O)[nH]c1=O	10	-6	-11	-12	-7	-7	-1	-10	-1.6	-10
37	COC(=O)c1nc(NNC(=O)c2ccccc2)sc1-c1ccccc1	10	-24	·	0	-10	-5	4	-9	-0.3	-10
38	Cc1cc(C(=O)NCc2cccs2)c(C)o1	-4	14	-3	6	-6	4	7	-10	-0.8	4
39	OC(CN1CCN(Cc2ccccc2)CC1)c1ccc(F)cc1 (stereo unspecified)	15	8	·	-2	0	8	-1	-13	-0.6	-15
40	COc1ccc(CNC(=O)C[C@H]2C[C@H](C(=O)N3CCOCC3)[C@@]3(CCC4CCCC4)c4[nH]c5cc(CCC(=O)N(C)C)ccc5c4CCN3C2=O)cc1OC	-7	-36	51*	-2	-13	-1	·	-9	0.0	7

Source: PubChem (Broad Institute)
